beta cell repl: induces beta-cell replication in MIN6 cells. proliferation, % at 10 µM. AID 2380. hit rate 0.29% among 330,000. MIN6 cells proliferation, ATPlite luminescence, 48 h; cells starved in 0.2% serum; 100% = growth in 10% serum;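 active = compounds whose signal lies at least 3.5 SD above the mean of all wells on their plate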;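 also: 0% = DMSO-treated cells in low-serum medium and 100% = 10% serum control; some compounds called inactive have numbers as strong as hits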
APOBEC3A inh: blocks human APOBEC3A ssDNA deamination; recombinant A3A, FAM/TAMRA ssDNA deamination fluorescence; inhibition, % at 20 µM; hit rate 0.41% among 330,000;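 active = at least 40% inhibition at 20 µM here, with at most 30% in a related deaminase screen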;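 also: plate controls were A3A with DMSO for no effect and wells lacking A3A enzyme for full effect; some results filed as inactive read as strong as hits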
Target sequence (P31941 whole entry, looked up): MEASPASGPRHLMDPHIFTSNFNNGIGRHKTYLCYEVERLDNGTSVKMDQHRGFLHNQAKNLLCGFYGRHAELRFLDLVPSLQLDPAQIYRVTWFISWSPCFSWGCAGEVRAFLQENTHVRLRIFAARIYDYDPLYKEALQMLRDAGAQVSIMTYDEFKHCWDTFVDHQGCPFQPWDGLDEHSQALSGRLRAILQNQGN
NLRP3 yeast inh: blocks the NALP3 inflammasome reconstituted in yeast; Yeast reconstituted NLRP3/ASC/caspase-1, beta-gal luminescence, 24 h; inhibition, % at 10 µM; hit rate 0.39% among 330,000;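 active = inhibition of 50% or more; inactive = inhibition below 50%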;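 also: plate controls were induced DMSO wells for no effect and uninduced yeast grown without galactose for full effect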
hIAP activ: human IAP activation; P09923; hit rate 0.16% among 330,000; purified human IAP, CDP-Star luminescence, 30 min; active compounds read high; 1 = vehicle-only enzyme, 0 = enzyme-free background; activation factor at 10 µM;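 active = activation factor of the enzyme at least 2-fold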; also: the source names both 10 and 20 µM as test concentration; values of inactives mirror those of a sister screen read the other way
mIAP act: mouse IAP activation; hit rate 0.24% among 330,000; muIAP, CDP-Star luminescence, 30 min; active compounds read high; 1 = vehicle-only enzyme signal, 0 = enzyme-free wells; activation factor at 10 µM;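 active = activation factor of at least 2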; also: the source names both 10 and 20 µM as test concentration; values of inactives mirror those of a sister screen read the other way
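System: mouse IAP enzyme. Reagent: CDP-Star chemiluminescent phosphatase substrate. Benchmarks: DMSO wells, no-enzyme wells. Times: 30 min enzyme-substrate-compound incubation at room temperature. Detection: luminescence from enzymatic CDP-Star hydrolysis. Doses: test compounds delivered from DMSO solution.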
SENP1 inh: inhibitors of human SENP1 SUMO protease catalytic domain; Q9P0U3; recombinant SENP1 catalytic domain, CyPet-SUMO1-YPet FRET cleavage; inhibition, % at 10 µM; hit rate 0.21% among 360,000; AID 624204;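 active = inhibition at least 30% at 10 µM, raw YFP signal under a set limit, fluorescence ratio 0.5 to 1.5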;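 also: 0% = enzyme with DMSO and 100% = no enzyme wells; some results filed as inactive read as strong as hits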
Target sequence (Q9P0U3 419-644 limits assumed): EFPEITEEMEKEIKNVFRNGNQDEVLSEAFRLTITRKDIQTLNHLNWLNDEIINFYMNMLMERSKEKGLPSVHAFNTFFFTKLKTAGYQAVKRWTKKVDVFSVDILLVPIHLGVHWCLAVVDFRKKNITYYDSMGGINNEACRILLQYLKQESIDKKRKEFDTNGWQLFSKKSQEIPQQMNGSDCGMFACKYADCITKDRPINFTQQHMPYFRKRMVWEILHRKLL
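Test system: human SENP1 catalytic domain; medium: Tris pH 8 buffer plus EDTA, NaCl, BME, BSA, NP40, catalase; incubation: 50 min reaction at room temperature; technique: FRET, CFP and YFP emission; controls: no-enzyme low control and enzyme-plus-DMSO high control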
mIAP inh: mouse IAP inhibition. AID 2806. hit rate 0.2% among 330,000. inhibition, % at 10 µM. purified mouse IAP, CDP-Star luminescence, 30 min;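 active = inhibition of at least 40% at 10 µM in the primary screen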;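 also: plate controls were DMSO with enzyme for no effect and no enzyme wells for full effect; values of inactives mirror those of a sister screen read the other way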
APOBEC3G inh: blocks human APOBEC3G single-stranded DNA deamination; Q9HC16; recombinant A3G, ssDNA deamination FAM/TAMRA fluorescence; inhibition, % at 20 µM; hit rate 0.28% among 330,000; AID 493012;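 active = inhibition of at least 40% at 20 µM, with no more than 30% in the related APOBEC3A deaminase screen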;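 also: plate controls were DMSO wells with A3G for no effect and wells lacking A3G enzyme for full effect; some compounds called inactive have numbers as strong as hits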
Target sequence (Q9HC16 whole entry, looked up): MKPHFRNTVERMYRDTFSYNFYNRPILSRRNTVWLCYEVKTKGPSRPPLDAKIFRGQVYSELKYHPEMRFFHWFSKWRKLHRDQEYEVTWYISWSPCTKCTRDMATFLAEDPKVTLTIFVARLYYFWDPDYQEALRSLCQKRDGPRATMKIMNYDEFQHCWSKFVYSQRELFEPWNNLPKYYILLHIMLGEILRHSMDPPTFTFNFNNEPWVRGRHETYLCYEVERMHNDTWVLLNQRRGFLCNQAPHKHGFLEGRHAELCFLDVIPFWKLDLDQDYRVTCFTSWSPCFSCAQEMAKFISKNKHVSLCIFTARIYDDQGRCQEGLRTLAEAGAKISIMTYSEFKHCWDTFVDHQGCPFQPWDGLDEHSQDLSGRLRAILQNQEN
hIAP inh: human IAP inhibition; P09923; purified IAP, CDP-Star luminescence, 30 min; inhibition, % at 10 µM; hit rate 0.12% among 330,000; AID 2544;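 active = inhibition reaching a set limit with compound at 10 µM in the primary screen, cut at about 35% in these data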;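 also: plate controls were DMSO wells with enzyme for no effect and no-enzyme buffer wells for full effect; values of inactives mirror those of a sister screen read the other way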
* marks the source's active call; other numbers are inactive results. The list is partial (hit frequency here may not be typical).

Compound	SENP1 inh	mIAP inh	mIAP act	hIAP inh	beta cell repl	NLRP3 yeast inh	APOBEC3A inh	APOBEC3G inh	hIAP activ
O=C(CSc1nc2ccccc2o1)Nc1nc(-c2ccccc2)cs1	-1	2	0.98	-7	-2	-13	1	-1	1.1
O=C1C2CCCN2C(c2ccc(Br)cc2)N1c1ccc(F)cc1 (stereo not given)	-44	-1	1	13	-1	2	2	-2	0.87
COc1ccc(NC(=O)c2ccc(-n3cncn3)c([N+](=O)[O-])c2)cc1OC	0	0	1	4	2	14	0	-4	0.96
Cc1ccc(P(C)(=O)c2ccc(C)cc2)cc1	-1	-3	1	-13	-1	7	2	3	1.1
O=C1NC2=C(C(=O)CCC2)C(c2ccccc2)N1 (stereo not given)	-3	1	0.99	0	0	18	-6	-13	1
O=C(c1cc(-c2ccccc2Cl)nc2ccccc12)N1CCN(c2ccccc2O)CC1	2	12	0.88	12	-4	18	-3	-9	0.88
O=C(Nc1ccc(N2CCOCC2)cc1)C1CC1	1	6	0.94	2	0	22	0	-1	0.98
O=c1cc(O)c2sc3nc(-c4ccccc4)cc(C(F)(F)F)c3c2[nH]1	-27	-8	1.1	-11	-4	10	0	-9	1.1
CCOC(=O)c1cc(C#N)c(Oc2ccc(F)cc2)nc1-c1ccccc1	-2	26	0.73	-16	-3	-3	-1	-4	1.2
CCN(C(=O)CSc1ncnc2c1cnn2-c1ccccc1)C1CCS(=O)(=O)C1 (stereo not given)	-1	6	0.94	11	4	2	-4	-9	0.89
C#CCn1ccc(O)c(Cc2ccccc2)c1=O	0	-2	1	4	-3	20	-3	-7	0.96
Cn1c(SCC(=O)Nc2ccccc2F)nnc1-c1cc2ccccc2o1	3	3	0.97	-1	-5	-4	0	-3	1
CN(C)c1cc(=O)n2c(n1)SCCC2	-6	1	0.99	3	0	2	-7	-7	0.97
O=C(C1CCC1)N1CCN(c2ccc(C(F)(F)F)cc2[N+](=O)[O-])CC1	2	3	0.97	-2	4	17	1	-3	1
CC(CCc1ccccc1)NC(=O)C1CCN(c2nnc(-n3cccc3)s2)CC1 (stereo not given)	-1	-12	1.1	12	3	14	3	2	0.88
COc1ccc(CN2CCc3ccc(NC(=O)c4ccncc4)cc3C2)c(F)c1	-1	13	0.87	-8	-2	18	0	0	1.1
CC12CCC(=O)N1C(C(=O)Nc1nc(-c3ccc(F)cc3)cs1)CS2 (stereo not given)	-6	-5	1.1	-8	-5	22	2	-8	1.1
CC(C)NC(=O)c1onc(CSc2ccc(F)cc2)c1C(=O)O	0	2	0.98	-9	-2	13	3	13	1.1
COc1ccccc1NC(=O)C1CCCN(c2cc(C)nc3ncnn23)C1 (stereo not given)	0	-3	1	-1	-3	-19	-2	-5	1
CCNC(=S)N(CCc1ccccc1C)Cc1cc2cc(OC)c(OC)cc2[nH]c1=O	3	1	0.99	10	0	19	-4	-8	0.9

Three of the compounds above, with two lines to a compound.
Below each compound – SENP1 inh | mIAP inh | mIAP act | hIAP inh | beta cell repl | NLRP3 yeast inh | APOBEC3A inh | APOBEC3G inh | hIAP activ
- CC(CCc1ccccc1)NC(=O)C1CCN(c2nnc(-n3cccc3)s2)CC1 (stereo not given)
  -1 | -12 | 1.1 | 12 | 3 | 14 | 3 | 2 | 0.88
- O=C(C1CCC1)N1CCN(c2ccc(C(F)(F)F)cc2[N+](=O)[O-])CC1
  2 | 3 | 0.97 | -2 | 4 | 17 | 1 | -3 | 1
- CN(C)c1cc(=O)n2c(n1)SCCC2
  -6 | 1 | 0.99 | 3 | 0 | 2 | -7 | -7 | 0.97

Next part.
Compound	SENP1 inh	mIAP inh	mIAP act	hIAP inh	beta cell repl	NLRP3 yeast inh	APOBEC3A inh	APOBEC3G inh	hIAP activ
CCCC/C=C/C(NC(=O)c1ccc(-c2ccccc2)cc1)c1ccccc1 (stereo not given)	0	-8	1.1	-6	-2	16	-1	-8	1.1
CSc1cccc(NC(=S)N(Cc2ccccc2)Cc2ccccn2)c1	0	-9	1.1	13	-4	16	-2	-6	0.87
CC1(C(=O)N2CCN(c3ccccc3)CC2)CC1(Cl)Cl (stereo not given)	1	12	0.88	1	1	7	2	2	0.99
CC(=O)N1CCCN(Cc2cn(-c3cccc(C)c3)nc2-c2cccc(F)c2)CC1	-1	-4	1	-7	-4	4	-1	-3	1.1
O=C(CN1CCSc2ccccc21)NCCCc1ccccc1	-3	0	1	6	-4	-3	3	-2	0.94
CCOC(=O)CSc1nn(C)c(=S)s1	-2	-3	1	-20	0	-3	1	3	1.2
Cc1c(C(=O)Oc2cccc3cccnc23)cccc1[N+](=O)[O-]	1	-13	1.1	-53	-4	24	-5	-5	1.5
COc1ccccc1NS(=O)(=O)c1cc(Cl)ccc1OC	1	5	0.95	0	-2	2	-4	-6	1
CCN(C(=O)CCN1C(=O)c2ccccc2S1(=O)=O)c1ccccc1	3	2	0.98	11	3	0	-5	-11	0.89
CCOC(=O)N1CCN(C(=O)C2CCN(S(=O)(=O)c3ccc(Br)s3)CC2)CC1	1	6	0.94	14	-1	20	2	0	0.86
O=C(Nc1cccc(F)c1)Nc1ccc2c(c1)OCO2	1	-69	1.7	13	-1	12	-2	-8	0.87
COc1cc(C)nc(N2CCC(C(=O)NC3CCCCC3)CC2)n1	2	7	0.93	-1	0	7	-2	-3	1
O=C(CCC(=O)Nc1ccccc1Cl)NNC(=O)c1ccco1	1	11	0.89	24	0	15	-2	-8	0.77
CC(C)OC(=O)C1C(=O)CC(C)(O)C(C(=O)OC(C)C)C1c1ccc([N+](=O)[O-])cc1 (stereo not given)	1	-7	1.1	-1	-3	3	8	-4	1
O=C(Nc1cnc2ccccc2c1)N1CCOCC1	-2	3	0.97	-4	0	-8	-1	-1	1
O=Nc1c(-c2c(O)[nH]c3cc(Br)ccc23)[nH]c2ccccc12	2	35	0.65	23	-8	67*	6	7	0.77
COC(=O)c1ccc(=O)n(Cc2ccc3c(c2)OCO3)c1	0	6	0.94	-8	3	6	6	-3	1.1
Cc1c(C(=O)Nc2ccc(C(=O)Nc3ccccc3)cc2)cccc1[N+](=O)[O-]	-1	8	0.92	1	1	1	1	-4	0.99
COc1ccc2[nH]c(C)c(CCNC(=S)Nc3ccc(C)cc3)c2c1	3	-26	1.3	-6	-4	5	-3	-7	1.1
Cc1sc2nc(C(C)Nc3ccccc3N3CCOCC3)[nH]c(=O)c2c1C (stereo not given)	-25	6	0.94	1	-3	8	2	-1	0.99
COc1cccc(C2=NOC(C(=O)Nc3ccc(OC)c(OC)c3)C2)c1 (stereo not given)	0	6	0.94	12	-1	13	0	-1	0.89
CCOc1ccc(S(=O)(=O)Nc2ccncc2)c(C)c1C	1	3	0.97	-6	-3	2	-1	-7	1.1
Cc1cccc(-c2cc(C(=O)N3CCCc4ccccc43)c3ccccc3n2)c1	-2	3	0.97	-2	-5	-8	3	-4	1
COn1c(SCc2cccnc2)nc2ccccc2c1=O	1	-2	1	6	-2	44	-1	4	0.94
CS(=O)(=O)c1cccc(S(=O)(=O)N2CCN(c3ccccn3)CC2)c1	1	11	0.89	-1	-2	11	-1	-4	1
O=C1CC(c2ccc(F)cc2)Sc2ccccc2N1 (stereo not given)	0	4	0.96	-6	-1	-25	3	-1	1.1
Cc1ccsc1/C=N/n1c(-c2cc(-c3ccccc3)n[nH]2)n[nH]c1=S	1	-2	1	-80	-4	19	-6	15	1.8
CCOC(=O)c1cnc2ccccc2c1NCc1ccco1	1	-5	1.1	4	-2	22	2	-4	0.96
c1ccc(COc2ccc(Nc3ncnc4nc[nH]c34)cc2)cc1	0	-9	1.1	-144	-4	11	-1	-9	2.4*
O=C(CSc1nnc(-c2cccs2)o1)N1CCCCC1	1	4	0.95	13	-4	18	-1	-4	0.87
Cc1ccccc1NC(=O)COC(=O)CCc1nc2ccccc2c(=O)[nH]1	-9	-4	1	-4	0	4	0	-2	1
CCN(CC)C(=O)c1[nH]cnc1C(=O)NCc1ccc(CNC(=O)OC(C)(C)C)cc1	0	-3	1	-10	-2	16	2	-7	1.1
COC(=O)c1ccc(-c2ccc(OC)c([C@H]3[C@H]4C=CC[C@@H](C)[C@@H]4C(=O)N3Cc3ccccc3)c2)cc1	1	-2	1	12	-8	20	-2	-10	0.88
CCCc1cc(=O)oc2c(C)c(OCC(=O)NCCCn3ccnc3)ccc12	-1	-10	1.1	-2	-5	20	-6	13	1
O=C(COC(=O)CC1CC2CCC1C2)NCc1ccccc1 (stereo not given)	1	-8	1.1	-4	-1	12	-3	-3	1
CCN1CCN(C(c2cc(OC)ccc2OC)c2nnnn2Cc2ccccc2)CC1 (stereo not given)	2	-2	1	-21	-2	-4	5	3	1.2
Cc1cccc(N2CCN(C(=O)C3(S(=O)(=O)c4ccc(Cl)cc4)CC3)CC2)c1C	-1	-5	1	1	-2	-16	1	-8	0.99
COc1ccccc1NC(=O)/C(=N/OCc1ccc(C#N)cc1)C(C)=O	1	0	0.99	2	4	-1	0	-2	0.98
COc1ccc(C)cc1NC(=O)c1ccc(CN2CCc3ccccc3C2)cc1	1	3	0.97	-26	-2	37	-3	-1	1.3
N#C/C(=C\c1ccc(O)c(O)c1)C(=O)NCCCc1ccccc1	-38	28	0.72	29	-4	35	-5	-9	0.71
CCN(CC)c1ccc(/C=C2\CCC(/C=N/NC(=O)c3ccc(=O)n(C)c3)=C2N2CCOCC2)cc1	-25	6	0.94	-48	-5	1	-7	-13	1.5
CCCOc1ccc(C(=O)NCC2OCCc3ccccc32)cc1OC (stereo not given)	1	6	0.94	-17	-3	26	-4	-7	1.2
CSc1nsc(SC)c1C(N)=O	2	-10	1.1	7	1	17	3	1	0.93
O=S(=O)(c1cccc2cccnc12)N1CCc2ccccc21	-1	3	0.97	-2	-3	4	3	-5	1
CCN(c1ccccc1)S(=O)(=O)c1nnc(NC(=O)c2ccccc2OC)s1	0	-1	1	-11	4	10	0	-3	1.1
O=C(NCCOC(=O)c1ccc(C(=O)OCCNC(=O)c2ccccc2)o1)c1ccccc1	-2	0	1	-8	-1	16	-1	-2	1.1
CC(C)N(CCNCC(O)COc1ccc(C(C)(C)c2ccccc2)cc1)C(C)C (stereo not given)	2	-12	1.1	-7	-7	19	0	0	1.1
O=c1c(Cl)c(N2CCC3(CC2)OCCO3)cnn1C12CC3CC(CC(C3)C1)C2	2	7	0.93	12	-1	19	-1	-2	0.88
O=C(NNC(=O)c1ccccc1O)c1ccc(NS(=O)(=O)c2ccc(F)cc2)cc1	-1	11	0.89	-44	0	27	1	8	1.4
COc1ccccc1N1CCN(C(=O)C(C)CS(=O)(=O)c2ccc3c(c2)NC(=O)CS3)CC1 (stereo not given)	5	7	0.93	-12	-4	12	4	13	1.1
COc1ccc(NC(=O)CSc2nc(SC)ns2)c(OC)c1	1	10	0.9	-7	-4	21	4	-3	1.1
Cc1ccc(Cn2ncc(C)c2N)o1	-1	-1	1	4	-2	15	4	-6	0.95
